# Screening data from PubChem BioAssay.
# PTK2B oligo ant: Pyk2 (human) oligomerization antagonism. Q14289. Q293 cells, Pyk2 FERM NanoBiT luminescence; stronger effect = lower value. z-score (the deposit names both 25 µM and 10 µM). 0.83% of 99,000 active. AID 1347419;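 active = Z-score of -3 or lower, scaled per plate to the spread of control and sample wells; inactive = z-score above -3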;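 also: negative z-score means lost luminescence so less FERM oligomerization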
# IL1B cytotox: HUVEC cytotoxicity counter-screen, IL-1B stimulated | 0.41% of 94,000 active | HUVEC cell count loss, Hoechst imaging | cell count reduction, % at 2 µM;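 active = cell count reduction more than 3 SD above the screen-wide mean, cut at about 70% in these data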;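 also: normalized per plate to untreated control cells as the no-loss baseline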
# ERa SRC1 inh: blocks coactivator binding to human estrogen receptor alpha; inhibition, % at 25.6 µM; 1.7% of 86,000 active; AID 629; TR-FRET ER-alpha LBD / SRC-1 peptide, estradiol-bound; P03372; in the data active = inhibition above about 50%;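 also: 0% = receptor plus peptide control and 100% = peptide only without receptor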
# Target sequence (P03372 whole entry, looked up, the tested form may be a part): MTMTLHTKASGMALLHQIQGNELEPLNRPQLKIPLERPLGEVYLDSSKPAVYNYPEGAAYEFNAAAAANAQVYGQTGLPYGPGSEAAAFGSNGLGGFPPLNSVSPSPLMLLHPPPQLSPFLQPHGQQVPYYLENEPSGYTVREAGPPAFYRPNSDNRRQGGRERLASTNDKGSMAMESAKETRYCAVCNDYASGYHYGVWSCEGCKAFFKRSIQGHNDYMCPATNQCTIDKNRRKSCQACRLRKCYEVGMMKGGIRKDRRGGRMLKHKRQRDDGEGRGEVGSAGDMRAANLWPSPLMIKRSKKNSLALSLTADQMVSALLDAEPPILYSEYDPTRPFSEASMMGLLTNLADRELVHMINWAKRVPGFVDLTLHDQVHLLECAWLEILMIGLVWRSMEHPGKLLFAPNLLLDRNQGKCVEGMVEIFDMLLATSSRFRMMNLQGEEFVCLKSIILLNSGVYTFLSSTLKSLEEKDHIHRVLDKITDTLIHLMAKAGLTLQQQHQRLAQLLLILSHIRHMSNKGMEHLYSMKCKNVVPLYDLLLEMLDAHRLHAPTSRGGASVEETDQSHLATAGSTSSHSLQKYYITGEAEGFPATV
# VCAM1 TNFa inh: reduces TNF alpha induced VCAM1 expression in HUVEC | inhibition, % at 2 µM | 0.48% of 95,000 active | AID 802 | HUVEC TNFa-induced VCAM-1 immunofluorescence, high-content imaging;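 active = inhibition above the batch mean plus 3 SD, with images confirmed as a hit by eye, cut at about 37% in these data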;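 also: 0% = TNF-stimulated DMSO wells and 100% = unstimulated control wells; not every result past the cut was called active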
# LYP act: activators of human LYP (PTPN22) phosphatase. recombinant LYP, DiFMUP fluorescence; 0 = plate median, 100 = signal doubled. activation, % at 2 µM. 0.11% of 96,000 active. Q9Y2R2;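 active = activation at 2 µM above a set limit, the mean plus 5 SD, cut at about 37% in these data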
# HUVEC tox TNFa: toxic to HUVEC cells under TNF alpha stimulation; HUVEC TNFalpha-stimulated, Hoechst cell count, imaging; cell count reduction, % at 2 µM; 0.17% of 93,000 active;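 active = cell count reduction exceeding the screen mean by over 5 SD, scaled to untreated wells per plate, cut at about 78% in these data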;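 also: cells counted after 24 h of TNF alpha exposure following the 1 h pretreatment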
# FAK blocker: FAK (human) kinase inhibition; AID 727; Q05397; 0.84% of 97,000 active; biochemical FAK kinase activity assay; inhibition, %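 (tested at 7 µM)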; in the data active = inhibition above about 19%;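 also: 0% = DMSO and 100% = reference compound high control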
# PTPN22 inh 2: inhibitors of human LYP (PTPN22) phosphatase; Q9Y2R2; recombinant LYP catalytic domain, DiFMUP fluorescence; inhibition, % at 2 µM; 0.21% of 96,000 active;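 active = inhibition at 2 µM at or above a set limit, the screen mean plus 3 SD, cut at about 24% in these data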;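 also: 0% = DMSO with enzyme and 100% = enzyme fully blocked by orthovanadate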
# F-actin modifier: modifiers of cytoskeleton assembly | HUVEC TNFa F-actin phalloidin imaging, high content | AID 836 | 0.18% of 91,000 active | inhibition, % at 2 µM;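 active = inhibition above the batch mean plus 3 SD and confirmed as a hit by visual image inspection, cut at about 30% in these data, passing the limit was not always enough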; also: strong numbers were not always called active
# The depositor's hits bear a star; . = not tested or not shown; [ ] = another dose, or the depositor's remark. No enrichment for hits. Share with any hit: about 3.8%.
molecule,PTK2B oligo ant,IL1B cytotox,ERa SRC1 inh,VCAM1 TNFa inh,LYP act,HUVEC tox TNFa,FAK blocker,PTPN22 inh 2,F-actin modifier
O=S(=O)(O)c1nc2ccccc2n1CCOc1ccccc1,-0.03,18,2[fluorescence artefact?],20,5,-12,1,-5,-6
COc1ccc(C(=O)/C=C/c2ccc(OC)c(COc3ccc(F)cc3)c2)cc1,0.76,-111,.,3,9,-12,4,-4,6
O=C(O)c1n[nH]c2c1CCCCC2,0.24,1,-3,-4,2,-12,-1,-4,-7
CC(C)(C)OC(=O)N1CC2Cc3[nH]c(=O)ccc3C(C2)C1 (configuration not stated),0.76,-15,-13,-7,2,-7,-1,-7,4
Cc1ccccc1NC(=O)/C(=C/c1ccco1)c1ccccc1,1.5,-1,6,-11,20,0,0,-21,-9
CC(c1ccccc1)n1c(-c2ccncc2)n[nH]c1=S (configuration not stated),-0.37,7,-10,14,3,-12,0,-3,-2
Cc1cccc(S(=O)(=O)CC(=O)Nc2nc(-c3ccccc3)cs2)c1,0.16,.,2,-5,3,-7,1,-4,0
O=C(/C=C/c1ccc(OCCCF)cc1)NCc1ccc(Cl)cc1,1.1,-62,.,-29,-11,-26,5,14,-4
Fc1ccccc1-n1[nH]nnc1=S,-0.83,-106,-16,9,0,-9,1,0,-1
COc1cccc(C(=O)Oc2c(CN3CCOCC3)cc(Cl)c3cccnc23)c1,-0.62,-4,-8,4,-1,-2,0,3,9
O=C(CN1C(=O)c2ccccc2C1=O)Nc1cccc2cccnc12,.,10,19[fluorescence artefact?],3,-1,-2,3,-2,-7
C=CCOc1ccccc1/C=c1\sc2nc(-c3oc4ccccc4c3C)nn2c1=O,.,19,-16,-7,-6,2,-3,5,16
Clc1ccc(-c2cn3nc4c(nc3n2)CCCC4)cc1,0.41,20,1,18,-17,-14,7,18,.
CN(Cc1ccccc1)c1nc2c(c(=O)[nH]c(=O)n2C)n1CCOc1ccccc1,-0.83,7,1,0,-3,-29,-3,0,12
CSCCC1NC2(C(=O)Nc3c(C)cc(Cl)cc32)[C@@H]2C(=O)N(C3CCCC3)C(=O)[C@H]12 (some centres not stated),0.53,6,17,1,11,-24,-2,-14,5
COC(=O)C1=C(C)Nc2ncnn2C1c1ccco1 (configuration not stated),-0.46,-13,-4,8,0,3,-2,0,9
O=C(N/N=C/c1ccc(-c2ccccc2[N+](=O)[O-])o1)c1cccnc1,0.03,-12,.,1,0,-3,-2,6,38
Cc1cc2cc(CCNC(=O)CC(C)C)c(=O)[nH]c2cc1C,.,14,-3,13,-1,37,8,0,-28
Clc1ccc(-n2nnnc2CN2CCOCC2)cc1,0.42,-12,.,-2,5,-27,-2,0,28
CN(C)c1ccc(C(c2nnnn2CCOC(=O)Nc2ccc(Cl)cc2)N2CCOCC2)cc1 (configuration not stated),0.01,9,34[fluorescence artefact?],4,-3,11,-3,-1,-16

# Entries of single compounds as entered above. Values in the order: PTK2B oligo ant | IL1B cytotox | ERa SRC1 inh | VCAM1 TNFa inh | LYP act | HUVEC tox TNFa | FAK blocker | PTPN22 inh 2 | F-actin modifier
# COc1ccc(C(=O)/C=C/c2ccc(OC)c(COc3ccc(F)cc3)c2)cc1 is listed with 0.76 | -111 | . | 3 | 9 | -12 | 4 | -4 | 6
# Clc1ccc(-c2cn3nc4c(nc3n2)CCCC4)cc1 is listed with 0.41 | 20 | 1 | 18 | -17 | -14 | 7 | 18 | .
# COC(=O)C1=C(C)Nc2ncnn2C1c1ccco1 (configuration not stated) is listed with -0.46 | -13 | -4 | 8 | 0 | 3 | -2 | 0 | 9
# COc1cccc(C(=O)Oc2c(CN3CCOCC3)cc(Cl)c3cccnc23)c1 is listed with -0.62 | -4 | -8 | 4 | -1 | -2 | 0 | 3 | 9
# Clc1ccc(-n2nnnc2CN2CCOCC2)cc1 is listed with 0.42 | -12 | . | -2 | 5 | -27 | -2 | 0 | 28

# (listing goes on)
molecule,PTK2B oligo ant,IL1B cytotox,ERa SRC1 inh,VCAM1 TNFa inh,LYP act,HUVEC tox TNFa,FAK blocker,PTPN22 inh 2,F-actin modifier
CCOc1ccc(S(=O)(=O)N2CCN(c3ccc(C)cc3C)CC2)cc1,.,2,-10,13,-5,-9,1,4,16
N#Cc1nc(-c2ccc(OCc3ccccc3)cc2)oc1NCc1cccnc1,-2.5,-1,4,28,-6,48,12,5,8
Cc1ccc(Nc2nc3c([nH]2)c(=O)[nH]c(=O)n3C)cc1,0.89,8,.,5,-5,-18,2,4,-3
O=C(C1CCCN(Cc2ccccc2Br)C1)N1CCCCC1 (configuration not stated),0.17,-51,6,10,-1,-17,2,0,8
O=C(CNC(=O)c1ccco1)OCC(=O)c1ccc2c(c1)CCCC2,2.1,-36,.,-4,30,2,27*,-33,-8
C/C(Cn1nc([N+](=O)[O-])cc1C)=N\NC(=O)c1ccc(O)cc1O,0,.,.,-4,-3,10,4,8,2
O=C(c1cc(-c2ccc(Cl)cc2)on1)N1CCOCC1,0.25,-8,.,6,6,-2,-1,-3,0
Cc1ccc(F)cc1NC(=O)c1ccc2c(c1)OCO2,3.2,5,0,97*,-3,-1,0,0,12
COc1ccc(C(=O)C(C)N(C(=O)c2ccc(Cl)cc2Cl)N2C(=O)C3C4C=CC(C4)C3C2=O)cc1 (configuration not stated),-0.46,-6,.,7,1,-12,-2,2,5
Brc1ccc(Oc2ncc(CN3CCN(c4ccccc4)CC3)s2)cc1,0.7,23,4,6,2,7,1,-1,-3
O=C(CSc1nc2ccccc2[nH]1)N1CCN(c2ccc(F)cc2)CC1,0.84,-34,9,4,13,-23,-2,-15,9
CCOc1ccccc1NS(=O)(=O)c1c(C)noc1C,-0.09,21,1,12,3,-15,3,1,7
CCOC(=O)c1cc2ccccc2n1CCN(CC)CC,0.47,-8,52*,-17,0,6,0,-1,9
O=C1C(Cl)=C(N2CCOCC2)C(=O)N1CCc1ccccc1,0.1,-26,-7,18,10,-11,-3,-14,0
Cc1c(Cl)cccc1NC(=O)CN1CCN(CCO)CC1,1.7,6,0,-4,0,-23,9,-4,-13
COc1cccc(C2NC(=O)NC(C)=C2C(=O)Nc2ccc(C)cc2)c1OC (configuration not stated),0.24,-1,-10,-11,2,-36,-6,-1,24
COc1ccc(C2NC(=O)CS2)cc1 (configuration not stated),-0.63,-22,-3,6,-6,-1,0,4,-7
COC(=O)C1=C(C)NC2=C(C(=O)CCC2)C1c1ccsc1 (configuration not stated),.,2,-9[fluorescence artefact?],13,6,-13,4,-6,.
COC(=O)c1ccc(C2C(C(=O)Nc3ccc(C)cc3C)=C(C)Nc3ncnn32)cc1 (configuration not stated),.,-14,-6,1,-6,-18,.,5,12
Nc1c(-c2ccc(F)cc2)cnc2ncnn12,0.73,2,.,1,-2,-5,19*,6,22
Cc1ccc(NC2OC(C(O)CO)C(O)C2O)cc1[N+](=O)[O-] (configuration not stated),0.26,23,.,-12,-4,27,5,5,.
COc1ccc(C)cc1NC(=O)CCS(=O)(=O)c1cccc2nonc12,-0.56,0,-10,-2,-3,-25,4,2,21
CCSc1nc2c(c(=O)[nH]1)C(c1cccnc1)C(C(=O)OC(C)C)=C(C)N2 (configuration not stated),-0.59,-1,0[fluorescence artefact?],10,-4,5,-7,7,-6
Cc1nn(C(=O)N2CCOCC2)c(C)c1CN1C(=O)c2ccccc2C1=O,0.88,.,-9,5,6,-3,0,-9,25
COc1ccc(C(C)=O)c(Oc2nc(CN3CCOCC3)nc3scc(-c4cccs4)c23)c1,-0.4,-22,-2,9,-15,-12,-3,12,-30
COc1ccc(NC(=O)c2cccc(S(=O)(=O)N3CCOCC3)c2)cn1,1.1,1,6,-5,-6,-8,1,8,6
C=C(Cl)COC(=O)C1C2C=CC(C2)C1C(=O)O (configuration not stated),0.85,-12,-4,-13,5,-45,-1,-5,-2
CCCN1C2CCCC1CC(NC(=O)Nc1ccc(C(C)C)cc1)C2 (configuration not stated),2.1,0,-10,9,1,-5,0,-4,-1
COc1ccccc1NC(=O)c1sc(NC(=O)c2ccco2)c(C#N)c1C,0.19,27,14[fluorescence artefact?],-10,7,4,-2,-5,7
c1ccc(-c2nn3c(-c4ccco4)nnc3s2)nc1,-0.37,-11,-8[fluorescence artefact?],-8,-4,-14,2,2,0
Nc1cc(Cl)ccc1Oc1ccccc1,1,1,.,-3,5,-4,-9,-7,16
O=C(Cc1ccccc1)Nc1ccc(NC(=O)C2CC2)nc1,-0.16,-4,8,9,-9,-13,3,7,2
CC(=O)Nc1c(C(=O)N2CCCCCC2)cnn1-c1ccccc1,0.98,-12,4,-14,0,.,1,2,1
Cc1ccc(CNC(=O)c2ccccc2NC(=O)CSc2nnnn2C)cc1,-0.11,16,.,13,2,-8,-7,-4,4
COc1ccc(C2C(C#N)=C3NC(=O)c4c(sc5c4CCCCC5)N3C3=C2C(=O)CC(C)(C)C3)cc1 (configuration not stated),-2.5,-33,.,6,-17,-15,-5,19,4
COc1ccc(C2C(=O)N(C3CCCCCC3)CC(=O)N2Cc2ccccc2)cc1OC (configuration not stated),-0.09,0,-14,20,-7,-5,-3,6,2
O=C(Nc1ccon1)c1csc2c1CCCC2,-0.93,-8,-4,-6,8,-49,2,-7,19
CCOC(=O)C1CCN(c2c(NCCN3CCN(c4ccccc4)CC3)c(=O)c2=O)CC1,.,-3,-8,9,-4,-18,-2,3,1
Cc1cccc(-c2c3c(=O)n(C)c(=O)n(C)c3cn2-c2ccc(O)cc2)c1,0.09,12,9,-10,3,-6,2,-6,-6
O=C(C1=C(O)C(=O)N(Cc2ccccc2)C1c1ccco1)c1ccco1 (configuration not stated),0.36,-32,-4,5,3,-15,-7,2,2
Cc1ccc2cc(CN(Cc3ccc(F)cc3)Cc3nnnn3C3CCCC3)c(=O)[nH]c2c1,-1.3,14,9,2,-9,-16,8,12,-13
Cn1c(=O)[nH]c(=O)c2c1nc(N1CCCCCC1)n2CCN1CCCCCC1,0.46,-32,-3,12,8,-8,-5,-14,21
CC(C)c1ccc(CC(C)C2C3=C(CCCC3=O)OC3=C2C(=O)CCC3)cc1 (configuration not stated),-4.2*,2,5,-18,0,-21,1,2,13
Cn1c(C(=O)OC(C(=O)NC2CCCCC2)c2ccncc2)cc2sccc21 (configuration not stated),-1.8,5,42[fluorescence artefact?],-14,2,-33,5,1,3
O=C(NCc1ccccc1)NC1(C(=O)N2CCN(c3ccccc3)CC2)CCCCC1,-0.9,1,-5,0,-3,19,9,4,-6
CC(C)(C)NC(=O)CN(C(=O)c1ccc(CN2CCOCC2)o1)c1ccc2c(c1)OCCO2,0.38,-5,-18,3,2,-7,0,-4,-53
COc1ccccc1CNc1ccc(N2CCCCC2)cc1,-0.03,-28,-10[fluorescence artefact?],5,-1,7,5,-2,2
O=C(NCCCN1CCC(Cc2ccccc2)CC1)C1CCC(=O)N1C1CCCC1 (configuration not stated),.,8,-1,20,2,0,2,-5,-16
O=C(c1ccc(Br)s1)N1CCN(Cc2ccc3c(c2)OCO3)CC1,-0.61,-2,-6,-20,-4,-4,1,2,-4
Brc1[nH]nc2ccccc12,1.8,-36,2,20,-4,-42,8,0,.

# (cont.)
molecule,PTK2B oligo ant,IL1B cytotox,ERa SRC1 inh,VCAM1 TNFa inh,LYP act,HUVEC tox TNFa,FAK blocker,PTPN22 inh 2,F-actin modifier
CC(C)C(c1nnnn1Cc1ccco1)N1CCC(C(N)=O)CC1 (configuration not stated),0.4,-37,-4,-7,1,-39,0,0,16
COc1ccc(CCNC(=O)C2CCN(S(=O)(=O)N3CCCCCC3)CC2)cc1OC,1.1,-6,-10,-4,-7,-37,1,6,14
Cc1onc(-c2ccccc2Cl)c1C(=O)NCc1ccco1,0.38,-5,86*[fluorescence artefact?],1,-4,-58,9,5,26
COc1ccccc1-c1nnc(SCC(=O)N2CC(C)CC(C)C2)o1 (configuration not stated),0.92,2,8,24,7,-6,4,-3,-17
